High-throughput results: PubChem, Sanford-Burnham Center for Chemical Genomics
tim23-1 inh – growth inhibitors of tim23-1 mutant yeast. inhibition, % at 20 µM. S. cerevisiae tim23-1 growth, BacTiter-Glo luminescence, 24 h. actives 1.3% (n = 330,000);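 active = growth inhibition of the mutant yeast at or above 50%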;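 note: temperature-sensitive mutant grown at 25 °C; plate controls were DMSO-treated mutant yeast for no effect and medium wells lacking yeast for full effect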
APJ antag – APJ receptor antagonism; CHO-K1 APJ beta-arrestin complementation, luminescence; actives 0.32% (n = 330,000); inhibition, % at 20 µM; P35414;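 active = inhibition above about 40% at 20 µM, limit read from the data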;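 note: cells challenged with 10 nM apelin-13 agonist together with compound; plate controls were apelin-13 plus DMSO wells for no effect and DMSO wells lacking apelin-13 for full effect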
Target sequence (P35414 whole entry, looked up): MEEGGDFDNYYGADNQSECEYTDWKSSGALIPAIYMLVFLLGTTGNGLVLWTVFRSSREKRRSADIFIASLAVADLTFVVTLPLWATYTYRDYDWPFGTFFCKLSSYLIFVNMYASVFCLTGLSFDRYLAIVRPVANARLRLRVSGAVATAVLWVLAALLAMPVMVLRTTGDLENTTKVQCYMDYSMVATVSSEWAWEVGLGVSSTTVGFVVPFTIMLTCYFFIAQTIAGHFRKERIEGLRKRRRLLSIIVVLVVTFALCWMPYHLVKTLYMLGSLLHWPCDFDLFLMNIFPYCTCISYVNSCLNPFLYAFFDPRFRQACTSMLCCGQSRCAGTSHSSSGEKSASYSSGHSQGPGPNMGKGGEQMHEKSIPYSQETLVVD
APJ ag – APJ receptor agonism; P35414; CHO-K1 APJ PathHunter beta-arrestin, luminescence; 0% DMSO wells, 100% apelin; activation, % at 20 µM; actives 0.11% (n = 330,000);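 active = activation more than six SD over the plate average, tested at 20 µM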;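 note: 0% = DMSO alone and 100% = apelin-13 at 10 nM; some results filed as inactive read as strong as hits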
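Assay system: CHO-K1 cells stably expressing ProLink-tagged human APJ and arrestin–beta-gal acceptor. Compound dosing: 20 µM single point, 1% DMSO. Times: 16-18 h seeding, 90 min dark compound exposure, 60 min detection. Detection: beta-gal luminescence. Evaluation: APJ–arrestin association signal. Controls: negative DMSO alone, positive Apelin-13 at 10 nM.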
CHOP UPR activ – activators of apoptotic arm of unfolded protein response (CHOP) | actives 0.34% (n = 330,000) | CHO-CHOP luciferase reporter, UPR activation, luminescence; percent of tunicamycin response over DMSO baseline | activation, % at 10 µM;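 active = at 10 µM dose, activation of 40% or more, normalized to positive control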;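 note: 100% = tunicamycin at 10 µg/mL and 0% = DMSO alone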
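Assay system: CHO cells with stable CHOP pathway luciferase reporter; Buffer or medium: F12 plus 10% serum; Times: 16-18 h cell attachment, then 6 h compound exposure, 37 °C; Signal: luciferase luminescence; Read-out basis: percent activation relative to tunicamycin control; Control set: tunicamycin high control, DMSO low control.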
EBI2 block – antagonists of human EBI2 receptor; P32249; EBI2 beta-arrestin recruitment, luminescence, 7a,25-OHC stimulated; inhibition, % at 5 µM; actives 0.81% (n = 360,000); AID 651636; in the data active = inhibition above about 38%;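 note: enzyme fragment complementation signal reports receptor beta-arrestin coupling in cells; 0% = agonist plus DMSO wells and 100% = wells without agonist; some results beyond the cut were filed as inactive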
Target sequence (P32249 whole entry, looked up, the tested form may be a part): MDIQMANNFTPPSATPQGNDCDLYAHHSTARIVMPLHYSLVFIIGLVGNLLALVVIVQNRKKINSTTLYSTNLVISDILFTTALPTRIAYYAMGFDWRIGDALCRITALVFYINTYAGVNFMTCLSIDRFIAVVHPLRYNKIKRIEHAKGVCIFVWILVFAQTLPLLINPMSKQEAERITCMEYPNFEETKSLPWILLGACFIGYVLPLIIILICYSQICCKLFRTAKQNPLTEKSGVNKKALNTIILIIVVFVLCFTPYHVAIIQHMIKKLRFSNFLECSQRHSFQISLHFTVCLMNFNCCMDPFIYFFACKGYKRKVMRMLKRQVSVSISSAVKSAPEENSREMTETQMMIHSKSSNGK
CCR6 antag – CCR6 (human) receptor antagonism; P51684; CHO-K1 CCR6 PathHunter beta-arrestin, luminescence, CCL20-stimulated; inhibition, % at 20 µM; actives 0.49% (n = 340,000);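 active = compounds whose inhibition of the agonist-driven luminescence signal at 20 µM reaches about 50%, limit read from the data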;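 note: cells stimulated with CCL20 at 14 nM final; plate controls were DMSO with CCL20 for no effect and DMSO without agonist for full effect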
XBP1 UPR activ – adaptive UPR (XBP1) activation; activation, % at 20 µM; actives 0.33% (n = 330,000); CHO-XBP1 luciferase reporter, IRE1-XBP1 UPR activation, luminescence; percent of tunicamycin response, DMSO as zero;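 active = versus positive control, 20 µM dose yields 30% or more activation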;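 note: 100% = tunicamycin at 10 µg/mL and 0% = DMSO only wells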
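Material: CHO cell line with stable XBP1 luciferase reporter; buffer or medium: F12 medium containing 10% fetal bovine serum; compound: single point, 20 µM final compound, 1% DMSO; incubation: 6 h treatment, 37 °C; measured by: glow luminescence from Steady-Glo reagent; evaluation: activation, % of tunicamycin; control set: tunicamycin high, DMSO low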
CXCR6 inh – blocks human CXCR6 beta-arrestin recruitment; O00574; CHO-K1 PathHunter CXCR6 beta-arrestin, luminescence; inhibition, % at 20 µM; actives 0.36% (n = 360,000); AID 602244; in the data active = inhibition above about 34%, passing the limit was not always enough;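 note: antagonist mode with CXCL16 agonist at 10 nM final; 0% = 10 nM CXCL16 with DMSO and 100% = unstimulated wells without agonist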
Target sequence (O00574 whole entry, looked up): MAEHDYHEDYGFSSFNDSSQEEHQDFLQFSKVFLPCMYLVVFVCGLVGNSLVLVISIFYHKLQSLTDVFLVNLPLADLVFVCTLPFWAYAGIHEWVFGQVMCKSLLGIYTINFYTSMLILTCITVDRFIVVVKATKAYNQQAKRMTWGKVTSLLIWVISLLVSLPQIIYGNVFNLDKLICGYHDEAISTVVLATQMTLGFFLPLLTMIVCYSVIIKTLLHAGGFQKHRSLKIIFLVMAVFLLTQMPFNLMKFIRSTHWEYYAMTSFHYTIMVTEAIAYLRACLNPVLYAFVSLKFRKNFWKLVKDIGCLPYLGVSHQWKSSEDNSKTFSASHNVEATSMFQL
Mdm2-MdmX inh – disrupts the human Mdm2-MdmX interaction; inhibition, % at 8 µM; actives 3% (n = 330,000); SaOS-2 split-luciferase Mdm2/MdmX complementation, luminescence; AID 485346;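 active = inhibition of at least 50% at 8 µM in the primary screen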
The depositor's hits bear a star. Some of the compounds tested; count on the stated rates, not on these rows.

Labels used below: A = tim23-1 inh; B = APJ antag; C = APJ ag; D = CHOP UPR activ; E = EBI2 block; F = CCR6 antag; G = XBP1 UPR activ; H = CXCR6 inh; I = Mdm2-MdmX inh
(1) COc1ccc(NC(=O)C2CCCN(S(=O)(=O)c3ccc(C)cc3)C2)cc1OC (stereo not given)
  A: -5; B: -28; C: -5; D: 0.5; E: 0; F: -16; G: -3; H: 1; I: -19
(2) COc1ccc(C2CC3(CC(C)(C)NC(=O)N3)Oc3cc(O)ccc32)cc1 (stereo not given)
  A: 23; B: -1; C: 2; D: 1.0; E: -4; F: -5; G: 0; H: -3; I: -24
(3) O=C(O)CSc1nnc(-c2ccccc2)o1
  A: -1; B: 21; C: -3; D: -4.1; E: -3; F: -7; G: -7; H: 0; I: 26
(4) Cc1cccc(OCCNC(=O)c2cccc(Oc3ccc(C(F)(F)F)cc3[N+](=O)[O-])c2)c1
  A: 18; B: 16; C: 1; D: -0.3; E: 23; F: -6; G: -1; H: 8; I: 6
(5) CCOC(=O)c1c(C)[nH]c(C)c1C(=O)COC(=O)c1cc(OC)cc(OC)c1
  A: 20; B: 17; C: -1; D: -1.0; E: 3; F: 8; G: -4; H: 0; I: 23
(6) CN1C(=O)c2ccc(NC(=O)c3c(F)c(F)c(F)c(F)c3F)cc2C1=O
  A: 11; B: 10; C: 1; D: -0.8; E: -11; F: -8; G: 2; H: -6; I: 11
(7) CC1CN(/C(=N\S(=O)(=O)c2ccccc2)c2ccccc2)CC(C)O1 (stereo not given)
  A: 13; B: -7; C: 0; D: -1.8; E: 2; F: 2; G: 1; H: 5; I: 2
(8) COc1ccc(CC(=O)Nc2ccc(/C(C)=N/NC(=O)c3ccc(OC)cc3OC)cc2)cc1
  A: -5; B: 4; C: 7; D: -0.6; E: 7; F: -6; G: -3; H: 0; I: -14
(9) CSc1nc2ccccc2n1C(=O)NC1CCCCC1
  A: 18; B: -3; C: -3; D: -0.2; E: -2; F: -1; G: -4; H: -4; I: 14
(10) Cc1cc(C(=O)N/N=C/c2cccnc2)c2ccccc2n1
  A: -1; B: 9; C: -1; D: 1.6; E: -3; F: -15; G: -3; H: -13; I: -28
(11) COc1ccc(C)cc1N(C(=O)c1ccco1)C(C(=O)NC1CCCC1)c1cc(OC)c(OC)c(OC)c1 (stereo not given)
  A: 9; B: -33; C: -2; D: 0.6; E: 6; F: 20; G: -7; H: -2; I: 11
(12) CCC(=O)Nc1cccc(NC(=S)NC(=O)c2ccc(Cl)cc2Cl)c1
  A: 17; B: 0; C: 1; D: 3.1; E: 0; F: 34; G: 1; H: -2; I: -12
(13) CCC(C)NC(=O)C1c2ccccc2C(=O)N(c2ccc(OC)cc2)C1c1ccc(OC)cc1 (stereo not given)
  A: 18; B: -6; C: -3; D: -0.1; E: 7; F: 4; G: 0; H: -5; I: 8
(14) CC(C(=O)Nc1ccc(F)cc1Cl)N1CCN(S(=O)(=O)c2cccs2)CC1 (stereo not given)
  A: 28; B: -17; C: -1; D: 0.6; E: 14; F: 8; G: -1; H: -7; I: 16
(15) Cc1ccc(C)c(NC(=O)CSc2nnc(-c3ccccc3C)o2)c1
  A: 1; B: -2; C: -4; D: 0.3; E: -5; F: 5; G: -1; H: 11; I: 8
(16) CC1CCc2c(C(=O)Nc3nccs3)csc2C1 (stereo not given)
  A: 43; B: 0; C: -4; D: 3.0; E: -15; F: -9; G: 0; H: -6; I: -51
(17) CC(C)NC(=O)NC(=O)COC(=O)c1cccc(S(=O)(=O)N2CCCCC2)c1
  A: 23; B: -10; C: 2; D: 1.3; E: 8; F: 11; G: -2; H: 0; I: 15
(18) CCC1(CC)NC(=O)N(CC(=O)OCC(=O)Nc2ncc(Cl)cc2Cl)C1=O
  A: 12; B: 11; C: -2; D: 1.4; E: -5; F: 3; G: -2; H: -13; I: 10
(19) OCCC1CN(Cc2cccn2-c2nccs2)CCN1CCc1ccccc1 (stereo not given)
  A: -29; B: 12; C: 1; D: 0.5; E: 15; F: 3; G: -2; H: -1; I: -9
(20) CCC1CCCCN1CCCNC(=O)Cn1cnc2sc(C)c(S(=O)(=O)N3CCC(C)CC3)c2c1=O (stereo not given)
  A: 17; B: 20; C: 0; D: 0.6; E: -6; F: -1; G: 1; H: 1; I: 15
(21) COc1cccc2c1OC1(C)CC2NC(=O)N1Cc1ccccc1 (stereo not given)
  A: 6; B: -16; C: -3; D: -2.1; E: -15; F: -14; G: 1; H: 2; I: 16
(22) CCNC(=O)COc1cccc2ccccc12
  A: 15; B: 0; C: -4; D: -1.5; E: -9; F: 9; G: -3; H: -2; I: 11
(23) C=CCn1c(CSc2ccccc2[N+](=O)[O-])n[nH]c1=S
  A: 0; B: -3; C: 0; D: -0.3; E: 3; F: 9; G: 1; H: -1; I: 9
(24) Cc1ccc(S(=O)(=O)N(CC(=O)N/N=C/c2cccc3c2OCCO3)c2ccccc2F)cc1
  A: 19; B: -15; C: -1; D: -0.6; E: 19; F: -36; G: -3; H: -1; I: 20
(25) COc1ccc([C@H](C)NC[C@H](O)c2ccc(O)c(NC=O)c2)cc1
  A: -15; B: -5; C: -3; D: -0.2; E: 1; F: 0; G: -5; H: -6; I: -34

Quoted at random: 3 compounds from above.
Labels used below: A = tim23-1 inh; B = APJ antag; C = APJ ag; D = CHOP UPR activ; E = EBI2 block; F = CCR6 antag; G = XBP1 UPR activ; H = CXCR6 inh; I = Mdm2-MdmX inh
(12) CCC(=O)Nc1cccc(NC(=S)NC(=O)c2ccc(Cl)cc2Cl)c1
  A: 17; B: 0; C: 1; D: 3.1; E: 0; F: 34; G: 1; H: -2; I: -12
(13) CCC(C)NC(=O)C1c2ccccc2C(=O)N(c2ccc(OC)cc2)C1c1ccc(OC)cc1 (stereo not given)
  A: 18; B: -6; C: -3; D: -0.1; E: 7; F: 4; G: 0; H: -5; I: 8
(24) Cc1ccc(S(=O)(=O)N(CC(=O)N/N=C/c2cccc3c2OCCO3)c2ccccc2F)cc1
  A: 19; B: -15; C: -1; D: -0.6; E: 19; F: -36; G: -3; H: -1; I: 20

(more compounds)
Labels used below: A = tim23-1 inh; B = APJ antag; C = APJ ag; D = CHOP UPR activ; E = EBI2 block; F = CCR6 antag; G = XBP1 UPR activ; H = CXCR6 inh; I = Mdm2-MdmX inh
(26) CCOc1ccc(NC(=O)CSc2nccn2C)cc1
  A: 2; B: -25; C: -3; D: 1.5; E: -4; F: -5; G: 0; H: 1; I: 6
(27) COC(=O)COc1ccc(C)cc1-n1nc2ccccc2n1
  A: 4; B: 14; C: -1; D: 0.4; E: -3; F: 19; G: -1; H: -10; I: -26
(28) COCCCC1CCN(C(=O)C2CCC(=O)N(Cc3cccc(F)c3)C2)CC1 (stereo not given)
  A: 0; B: -5; C: -3; D: 1.8; E: 28; F: 19; G: -2; H: 7; I: 0
(29) Cc1ccc(C(=O)OCC(=O)NCc2cccs2)c(C)c1
  A: 18; B: -38; C: -5; D: 4.3; E: -3; F: 7; G: 2; H: 4; I: -11
(30) CCOC(=O)c1cccc(NC(=O)CN(c2ccc(OC)cc2)S(=O)(=O)c2c(C)noc2C)c1
  A: 28; B: 4; C: -2; D: 0.2; E: 19; F: -5; G: -3; H: 5; I: 7
(31) Cc1cc(C)c(NC(=O)c2ccc(S(=O)(=O)N3CCOCC3)cc2)c(C)c1
  A: 1; B: 14; C: -3; D: -1.7; E: -4; F: 10; G: -2; H: -4; I: 8
(32) COc1ccccc1CNC(=O)COC(=O)c1c(C)nn(-c2ccccc2)c1Cl
  A: 32; B: -2; C: -3; D: -0.5; E: 2; F: 23; G: -1; H: -1; I: 10
(33) Cc1cc(C)cc(NC(=O)COC(=O)COc2cccc3c2OC(C)(C)C3)c1
  A: 35; B: 12; C: 7; D: 0.6; E: 3; F: 1; G: -2; H: -11; I: 3
(34) Cc1nc2ccccc2n1CC(O)c1ccccc1 (stereo not given)
  A: 2; B: -4; C: 0; D: -1.4; E: 3; F: -5; G: -3; H: 2; I: -11
(35) CCCCCOCC1CC(C/C(C)=N/Nc2nc(-c3ccccc3)cs2)C(=O)O1 (stereo not given)
  A: 22; B: -3; C: -3; D: -0.4; E: -3; F: -3; G: 6; H: -3; I: 8
(36) Cc1cc(C)n2nc(C(=O)Nc3cc(S(=O)(=O)N4CCCCC4)ccc3C)nc2n1
  A: 10; B: 1; C: -2; D: -0.4; E: -3; F: 15; G: 0; H: 3; I: 11
(37) CC(=O)N1CCN(C(=O)CC2OC(=O)c3ccccc32)CC1 (stereo not given)
  A: 18; B: -22; C: 5; D: -2.3; E: -10; F: -4; G: -2; H: -4; I: 15
(38) CC(C)c1ccccc1OCCCCN1CCCCC1
  A: -18; B: -7; C: -2; D: -0.6; E: 2; F: 9; G: 0; H: 10; I: 19
(39) COc1ccc(S(=O)(=O)NCc2cccnc2)c2ccccc12
  A: 15; B: -11; C: 2; D: 0.7; E: -8; F: -4; G: -4; H: -1; I: 23
(40) O=C1CCCN1CCCNC(=S)Nc1ccc(F)c(Cl)c1
  A: 17; B: -8; C: 0; D: -2.7; E: -2; F: 12; G: -3; H: 2; I: 15
(41) CC(=O)C1=C(O)C(=O)N(c2cccnc2)C1c1cccc([N+](=O)[O-])c1 (stereo not given)
  A: 4; B: 11; C: -4; D: -1.5; E: -4; F: -14; G: -5; H: -1; I: 18
(42) CC(=O)Nc1nc(-c2ccc(Cl)cc2)nc(C)c1C(C)=O
  A: 32; B: 0; C: 0; D: -1.5; E: -11; F: 2; G: 1; H: 9; I: -6
(43) CN(CC1CCCN(CCc2cccc(C(F)(F)F)c2)C1)C(=O)c1ccc2nc[nH]c2c1 (stereo not given)
  A: 3; B: -16; C: -2; D: -1.6; E: -1; F: 7; G: -5; H: -4; I: 13
(44) O=C1C(Cc2cccc([N+](=O)[O-])c2)SC(=Nc2ccccc2)N1c1ccccc1 (stereo not given)
  A: 16; B: 7; C: -4; D: 0.9; E: 11; F: 19; G: -3; H: 2; I: -7
(45) CCOC(=O)N1CCC(NC(=O)c2cc3sccc3n2CC)CC1
  A: 13; B: 0; C: 0; D: -0.2; E: -4; F: 0; G: 0; H: 2; I: 11
(46) Cc1ccccc1OCC(=O)Nc1ccc2[nH]ncc2c1
  A: 27; B: -28; C: -1; D: -1.1; E: -5; F: 0; G: -6; H: 3; I: 14
(47) O=C(c1ccc2c(=O)n(Cc3ccccc3Cl)c(=S)[nH]c2c1)N1CCCC1
  A: -4; B: 15; C: -5; D: 0.4; E: -3; F: 16; G: -3; H: 10; I: 24
(48) COc1ccccc1OCC(=O)n1cc(C(=O)c2cc(Cl)cc(Cl)c2O)cn1
  A: 12; B: 16; C: -2; D: 0.3; E: -13; F: -21; G: 2; H: 10; I: -10
